High-throughput results (PubChem BioAssay)
FEN1 inh – human FEN1 inhibition. P39748. Recombinant FEN1 flap cleavage, fluorescence, 15 min. Potency, µM (highest dose often 114 µM), for inactives: top-dose activity change, negative = inhibition, actives largely listed as inhibitors. 390,000 tested, 0.35% active. AID 588795; also: nearly all actives have a fitted effect of over 65% in size
Target sequence (P39748 whole entry, looked up): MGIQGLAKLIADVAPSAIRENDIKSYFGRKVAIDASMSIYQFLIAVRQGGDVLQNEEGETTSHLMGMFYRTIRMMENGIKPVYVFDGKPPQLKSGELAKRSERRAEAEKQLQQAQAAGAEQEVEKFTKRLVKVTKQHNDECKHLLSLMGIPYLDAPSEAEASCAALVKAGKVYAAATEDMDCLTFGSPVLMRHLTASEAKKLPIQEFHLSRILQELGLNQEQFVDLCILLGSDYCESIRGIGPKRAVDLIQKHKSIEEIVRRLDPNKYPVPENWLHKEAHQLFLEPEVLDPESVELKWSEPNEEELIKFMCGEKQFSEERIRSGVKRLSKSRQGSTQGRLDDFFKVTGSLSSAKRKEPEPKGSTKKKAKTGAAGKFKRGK
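In this screen, 50 nM flap DNA substrate was added to 10 nM FEN1 pretreated with compound for 15 min at room temperature; cleavage was followed with reads at 0 and 15 min, and Hill fitting gave concentration–response parameters.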
N370S GC – inhibitors or activators of N370S glucocerebrosidase for Gaucher disease; Potency, µM (highest dose often 59.4 µM), without a hit: at the highest dose activity change, negative = inhibition, hits mostly inhibitors; 330,000 tested, 0.092% active; N370S GC spleen homogenate, 4MU-glucoside fluorescence;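 also: 0% = full enzyme activity and -100% = no enzyme basal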
TDP1 block – blocks human tyrosyl-DNA phosphodiesterase 1. 350,000 tested, 0.28% active. Potency, µM (highest dose often 130 µM), for inactives: at the highest dose activity change, negative = inhibition, most hits filed as inhibitors. AID 485290. Q9NUW8. recombinant TDP1, AlphaScreen DNA substrate cleavage; also: nearly all actives have a fitted effect of over 40% in size
Target sequence (Q9NUW8 whole entry, looked up): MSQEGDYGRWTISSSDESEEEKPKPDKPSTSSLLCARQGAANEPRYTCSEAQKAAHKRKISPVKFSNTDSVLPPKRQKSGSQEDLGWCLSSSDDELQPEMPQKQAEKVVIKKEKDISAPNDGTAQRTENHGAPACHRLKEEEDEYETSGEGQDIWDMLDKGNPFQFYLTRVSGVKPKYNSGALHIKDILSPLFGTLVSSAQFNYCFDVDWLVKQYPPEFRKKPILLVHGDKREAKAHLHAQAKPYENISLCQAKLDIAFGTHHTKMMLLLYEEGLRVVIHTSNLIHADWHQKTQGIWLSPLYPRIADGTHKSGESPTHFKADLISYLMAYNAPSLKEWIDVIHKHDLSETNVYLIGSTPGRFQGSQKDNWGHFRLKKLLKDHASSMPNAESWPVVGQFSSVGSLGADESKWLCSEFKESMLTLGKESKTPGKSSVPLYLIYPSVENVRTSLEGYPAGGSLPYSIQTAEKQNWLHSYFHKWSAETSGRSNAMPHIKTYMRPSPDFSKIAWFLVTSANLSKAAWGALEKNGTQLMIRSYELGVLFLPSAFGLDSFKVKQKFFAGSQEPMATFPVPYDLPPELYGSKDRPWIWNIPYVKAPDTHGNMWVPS
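Compounds were preincubated with Tdp1 (1 nM final) for 15 min at room temperature before substrate (15 nM final) started a 5 min reaction; beads (10 ug/ml final) were then added for 10 min before AlphaScreen detection.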
Numbers without * were called inactive; ? = inconclusive; / = not tested or not shown; & = joins results of further samples; [ ] = dose if it differs, or a comment. Calls follow the shape of the dose curve; as a rule, active = well fitted curve in the direction sought with a large enough effect; inconclusive = small, poorly fitted or top-dose-only effect, or another doubt; inactive = no such curve, though single readings can be large; an effect the other way counts as inactive or inconclusive. Unless noted, % is scaled to controls: 0 for no effect and ±100 for the full control effect; potency is read from the fitted curve at half-maximal effect.

FEN1 inh	N370S GC	TDP1 block	Molecule
6%	17%	2%	O=C(NCN1C(=O)C2C3C=CC(C3)C2C1=O)Nc1nccs1 (stereo not given)
3%	0%	/	COc1ccc(-n2nnnc2SCC(=O)Nc2cccc(O)c2)cc1
-9%	0%	1%	Cc1cc(NC(=O)C2C3C(=O)N(Cc4ccc(Cl)cc4)C(C(=O)NCc4ccccc4)C34C=CC2(C)O4)no1 (stereo not given)
10%	/	-6%	O=C(c1ccccc1)c1ccc2ccccc2n1
-9%	3%	-8%	O=C(/C=C/N1CCN(Cc2ccccc2)CC1)C(F)(F)F
-3%	-5%	0%	CCC(C)(C)NC(=O)C1CCN(c2nc(OC)nc(OC)n2)CC1
-3%	1%	0%	CSc1nc2ccc(S(N)(=O)=O)cc2s1
1%	3%	4%	CC(=O)C1=C(O)C(=O)N(c2nccs2)C1c1ccc(Br)cc1 (stereo not given)
-1%	-6%	1%	O=S(=O)(Nc1cccc(CCc2ccccn2)c1)c1cc(Cl)ccc1Cl
-5%	14%	2%	O=C(CCc1ccccc1)N=C1SC2CS(=O)(=O)CC2N1c1ccccc1 (stereo not given)
10%	-5%	/	CC1CCN(C(=O)COc2ccc(S(=O)(=O)N3CCOCC3)cc2)CC1
-5%	/	4%	Cc1ccc(CN2CCSc3ccc(C(=O)N4CCN(c5ccc(Cl)cc5)CC4)cc32)cc1
14%	1%	-8%	CC1(C)CC(=O)c2c(oc3ccc(NS(=O)(=O)c4ccc(C(=O)O)cc4)cc23)C1
-21%	-13%	11%	CC(C)(C)c1cc(Br)c(O)c(N=Nc2ccc(S(=O)(=O)N3CCOCC3)cc2)c1
-6%	-2%	4%[56.1 µM]	O=C(NNC(=S)Nc1ccc(F)cc1F)c1ccco1
-4%	/	8%	COc1ccc(NC(=O)CSc2ccc3nc(-c4ccccc4)cn3n2)c(OC)c1
3%	20%	0%	Cc1nc(-c2ccccc2)sc1C1(C)CC(c2ccc(C#N)cc2)=NO1 (stereo not given)
1%	-6%	3%	Cc1cc(NC(=O)CC#N)n(-c2ccccc2)n1
3%	-8%	/	CC(C)N(C(=O)N1CCN(c2ccnc3cc(Cl)ccc23)CC1)C(C)C
/	3%[12.8 µM]	11%[21 µM]	Nc1ccccc1C(=O)/C=C\c1ccc2c(c1)OCO2
-5%	1%	5%	CCOC(=O)C1(Cc2ccccc2)CCCN(C(=O)c2ccc(-n3ccnc3)cc2)C1 (stereo not given)
0%	-2%	-2%	COc1ccc(-c2nsc3c(N4CCN(S(=O)(=O)c5ccccc5F)CC4)ncnc23)cc1
5%	-7%	-3%	COc1ccc(CNC(=O)/C=C/c2cc3c(cc2Br)OCO3)cc1
-19%	25%	-3%	CCOC(=O)c1c(NC(=O)C2=C(C)NC(=S)NC2c2ccc(C)cc2)sc(C)c1C (stereo not given)

16 neighbouring records out of the list so far, quoted:
FEN1 inh	N370S GC	TDP1 block	Molecule
-1%	-6%	1%	O=S(=O)(Nc1cccc(CCc2ccccn2)c1)c1cc(Cl)ccc1Cl
-5%	14%	2%	O=C(CCc1ccccc1)N=C1SC2CS(=O)(=O)CC2N1c1ccccc1 (stereo not given)
10%	-5%	/	CC1CCN(C(=O)COc2ccc(S(=O)(=O)N3CCOCC3)cc2)CC1
-5%	/	4%	Cc1ccc(CN2CCSc3ccc(C(=O)N4CCN(c5ccc(Cl)cc5)CC4)cc32)cc1
14%	1%	-8%	CC1(C)CC(=O)c2c(oc3ccc(NS(=O)(=O)c4ccc(C(=O)O)cc4)cc23)C1
-21%	-13%	11%	CC(C)(C)c1cc(Br)c(O)c(N=Nc2ccc(S(=O)(=O)N3CCOCC3)cc2)c1
-6%	-2%	4%[56.1 µM]	O=C(NNC(=S)Nc1ccc(F)cc1F)c1ccco1
-4%	/	8%	COc1ccc(NC(=O)CSc2ccc3nc(-c4ccccc4)cn3n2)c(OC)c1
3%	20%	0%	Cc1nc(-c2ccccc2)sc1C1(C)CC(c2ccc(C#N)cc2)=NO1 (stereo not given)
1%	-6%	3%	Cc1cc(NC(=O)CC#N)n(-c2ccccc2)n1
3%	-8%	/	CC(C)N(C(=O)N1CCN(c2ccnc3cc(Cl)ccc23)CC1)C(C)C
/	3%[12.8 µM]	11%[21 µM]	Nc1ccccc1C(=O)/C=C\c1ccc2c(c1)OCO2
-5%	1%	5%	CCOC(=O)C1(Cc2ccccc2)CCCN(C(=O)c2ccc(-n3ccnc3)cc2)C1 (stereo not given)
0%	-2%	-2%	COc1ccc(-c2nsc3c(N4CCN(S(=O)(=O)c5ccccc5F)CC4)ncnc23)cc1
5%	-7%	-3%	COc1ccc(CNC(=O)/C=C/c2cc3c(cc2Br)OCO3)cc1
-19%	25%	-3%	CCOC(=O)c1c(NC(=O)C2=C(C)NC(=S)NC2c2ccc(C)cc2)sc(C)c1C (stereo not given)

The results go on.
FEN1 inh	N370S GC	TDP1 block	Molecule
-3%	-12%	4%	Cc1ccc2nc(SCC(=O)c3c[nH]c4ccccc34)[nH]c2c1
-2%	22%	0%	CCN(CC)c1ccc(C(=O)OCc2c(C)noc2C)cc1
5%	0%	0%	COC(=O)C(CCCN1C(=O)c2ccccc2C1=O)(NC(C)=O)c1nnn(C)n1 (stereo not given)
5%	-13%	1%	CC(C)(C)n1nnnc1C(c1ccccc1F)N1CCN(C2CCCC2)CC1 (stereo not given)
5%	-2%	5%	CC(C)C(NC(=O)c1ccccc1NC(=O)c1ccco1)C(=O)NNC(=O)c1ccncc1 (stereo not given)
-1%	?	4%	c1csc(-c2ccnc3ncnn23)c1
-13%	-3%	4%	COC(=O)Cc1[nH]c(=S)[nH]c1C(=O)OC
17%	4%	-3%	O=C(NCCc1ccccc1)c1ccc2nccnc2c1
-6%&-1%	4%	5%&1%	CN(c1ccccc1)S(=O)(=O)c1nnc(NC(=O)COc2ccccc2)s1
1%	/	6%	Cc1ccc(NC(=O)Cn2nc(-c3ccccc3)nc(Cc3ccccc3)c2=O)cc1
3%	-1%	/	Cc1ccccc1COc1ccc2oc(C)c(C(=O)O)c2c1
-19%	-3%	/	CC(=O)n1c2ccccc2c2nc3ccccc3nc21
-13%	0%	3%	Clc1cc(Br)ccc1OCCOCCN1CCCC1
0%	-3%	2%	COc1ccc(C(=O)NCCn2cc(SCC(=O)Nc3cc(C)on3)c3ccccc32)cc1OC
-8%	/	0%	COc1ccc(Br)cc1CNC(=O)CCSCc1ccc(C)cc1
-14%	-8%	-4%	CCCCc1ccc(NC(=O)CN2C(=O)C3CCCCC3C2=O)cc1 (stereo not given)
-11%	4%	3%	CCOC(=O)c1sc(/N=C/c2c(O)ccc3ccccc23)cc1C
3%	3%	3%	CCC(C)(C)NC(=O)C(c1ccc(F)cc1)N(Cc1ccc(OC)cc1)C(=O)c1cnccn1 (stereo not given)
-3%	/	3%	CSc1ncc2c(n1)-c1ccccc1N(Cc1ccc(Cl)cc1)S2(=O)=O
1%	9%	7%	Cc1ccc(C(=O)N2CCCC2)cc1S(=O)(=O)Nc1ccccc1
36%[activator]	-15%	/	COc1ccc(S(=O)(=O)N(CC(=O)NCC2CCCO2)C2CCCCC2)cc1OC (stereo not given)
-15%	0%	0%	Cc1ccc(S(=O)(=O)N2[C@@H](c3ccccc3F)C(C(=O)O)=CC[C@H]2c2cccc(Cl)c2)cc1
8%	-14%	3%	Cn1ccnc1SCc1ccc(Cl)cc1Cl
5%	-6%	3%	CCCn1c(N)c(Sc2ccc([N+](=O)[O-])cc2)c(=O)n(CCC)c1=O
8%	/	-3%	COc1ccc(Cl)cc1Nc1ccc2cc(S(=O)(=O)N3CCCCC3)ccc2n1
-3%	-11%	/	Cn1c(=O)c(=O)n(C)c2cc(S(=O)(=O)NCCN3CCN(c4ccccc4F)CC3)ccc21
15%	/	7%	Cc1cccc(N2CCN(C(=O)c3ccc4c(c3)N(Cc3cccc(Cl)c3)C(=O)c3ccccc3S4=O)CC2C)c1 (stereo not given)
-21%	19%	0%	O=C(O)C/C=C(/NC(=O)OCc1ccccc1)C(=O)OCc1ccccc1
-27%	-8%	0%	CC(C)C[C@@]12C(=O)N(c3cccc(F)c3)C(=O)N1[C@H](c1ccc(Br)cc1)[C@@H]1C(=O)N(C(C)(C)C)C(=O)[C@@H]12
-3%&2%	-5%&-23%	24%&7%	COc1cc(OC)c2c(-c3ccccc3)cc(=O)oc2c1C(CCN1CCN(c2ccccc2)CC1)c1ccc(N(C)C)cc1 (stereo not given)
2%	7%	-3%	CC(C)[C@H](NC(=O)c1ccccc1)C(=O)OCC(=O)NCc1ccc(F)cc1
-3%	-15%	1%	O=C(NCCc1ccccc1)c1ccc(CS(=O)(=O)Cc2ccc(F)cc2)o1
15%	-11%	5%	Cc1cccc(NC(=O)c2ccc(N3C(=O)C4CCCCC4C3=O)cc2)c1C (stereo not given)
-24%	-15%	5%	COc1ccc2cc3c(N)nn(C(=O)Cc4ccccc4OC)c3nc2c1
21%	2%	2%	Cc1c(C)c2ccc(OCC(=O)Nc3ccccn3)cc2oc1=O
15%	6%	/	O=C(/C=C/c1ccc(F)cc1)NC(=S)Nc1ccccc1O
-3%	0%	14%	COCCN(C(=O)CN1CCc2ccccc2C1)c1c(N)n(Cc2ccccc2)c(=O)[nH]c1=O
5%	0%	-1%	O=C1c2ccccc2C(=O)N1CCCCN(C(=O)c1cc2ccccc2oc1=O)c1ccc(Cl)cc1
1%	27%	4%[56.1 µM]	COc1ccc(-c2cc(C(=O)N/N=C/c3cccnc3)c3cc(C)cc(C)c3n2)cc1
-3%	-1%	5%	CCCCC(c1nnnn1CC1CCCO1)N1CCN(c2cc(Cl)ccc2C)CC1 (stereo not given)
-20%	/	5%	Cc1nn(C)c2c1c(-c1ccccc1)cc(=O)n2C(C)C(=O)NCCc1ccc(Cl)cc1 (stereo not given)
4%	6%	0%	COc1cc(C(F)(F)F)c(C(=O)N(C)Cc2cccc(Cl)c2)cn1
-12%	/	2%	CCOC(=O)c1ccc(OC(=O)c2cn(-c3cccc(OC)c3)c(=O)c3ccccc23)cc1
0%	/	-1%	CC1CCCC(NC(=O)COC(=O)[C@@H](NC(=O)c2ccc(F)cc2)C(C)C)C1C (stereo not given in full)
1%	-17%	7%	N=c1c(S(=O)(=O)c2ccccc2)cc2c(=O)n3ccccc3nc2n1Cc1cccnc1
-11%	/	-5%	O=S(=O)(Nc1ccc(-c2ccc(N3CCCCCC3)nn2)cc1)c1ccc(C(F)(F)F)cc1
-2%	1%	/	CCCCn1c(N2CCCC2)nc2c1c(=O)[nH]c(=O)n2C
-23%	-24%	3%	COc1cccc(CC2(CO)CCCN(Cc3cn[nH]c3-c3cc(C)ccc3C)C2)c1 (stereo not given)
20%	1%	-5%	COC(=O)Cn1ccc(-c2ccc(Cl)cc2)c(C#N)c1=O
/	-4%	2%	O=C1Nc2ccc(Br)cc2C1=Nc1ccc(-c2nnc3n2CCCCC3)cc1
0%	10%	5%	Cc1ccc(C2C(=O)N(C3CCC(C)CC3)CC(=O)N2C2CC2)cc1 (stereo not given)
-3%	6%	-4%	O=C(CN1CCN(CC(=O)Nc2ccccc2F)CC1)Nc1ccc2c(c1)OCCO2
-8%	5%	4%	Cc1nc2c(ncn2-c2ccccc2)c(=O)n1NC(=O)CN1CCOCC1
-2%	4%	3%	CCCCNC(=O)CSc1nc2ccccc2n1S(=O)(=O)c1ccc(Cl)cc1
2%	-6%	5%	Cc1cccc(C)c1NC(=O)Nc1cccs1
0%	-16%	9%	CCn1c(NC(=O)Nc2cccc(C)c2C)cc2sccc21
-13%	-12%	10%	COc1cccc(C(c2nnnn2Cc2ccco2)N2CCN(Cc3ccccc3)CC2)c1OC (stereo not given)
-8%	-28%	-13%	CCOC(=O)N/N=C\C=C\c1ccco1
-3%	0%	3%	CCCCOC(=O)Nc1ccc(C(=O)OC)cc1
9%	2%	7%	CC(C)(C)NC(=O)C(=O)NNC(=O)COc1ccc(Br)cc1

Following part.
FEN1 inh	N370S GC	TDP1 block	Molecule
-23%	-23%	11%	COc1ccc(Cn2c(O)c(/C=N/NC(=O)c3cccnc3)c3ccccc3c2=O)cc1
-2%	/	6%	CCOc1ccc(CNC(=O)C2Cc3ccccc3N2C(=O)CC)cc1 (stereo not given)
?	30%	7%	COc1ccc(-c2[nH]ncc2-c2cnn(-c3ccccc3)c2)c(O)c1
-3%	-5%	-1%	O=C(Nc1ccc(C(=O)O)cc1)/C(=C/c1ccc([N+](=O)[O-])cc1)NC(=O)c1ccccc1
-2%	-5%	2%[56.1 µM]	O=C(Nc1ccccn1)c1ccc(Br)c(S(=O)(=O)N2CCCC2)c1
19%	-17%	1%	Cc1ccc(C(=O)NCCC(=O)N2CCCC2)cc1
?	/	-3%	CCOc1ccc2nc(Cl)c(C3CC(c4ccc(C)cc4)=NN3C(=O)CCC(=O)O)cc2c1 (stereo not given)
15%	-2%	-1%	CCOC(=O)C(=O)Nc1ccccc1C(N)=O
